EBI2 antag – antagonists of human EBI2 receptor | P32249 | EBI2 beta-arrestin recruitment, luminescence, 7a,25-OHC stimulated | inhibition, % at 5 µM | hit rate 0.81% among 360,000; in the data active means inhibition above about 38%;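 further: enzyme fragment complementation signal reports receptor beta-arrestin coupling in cells; 0% = agonist plus DMSO wells and 100% = wells without agonist; some results beyond the cut were filed as inactive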
Gli-Sufu antag – antagonists of Gli-Sufu signaling; hit rate 0.74% among 340,000; Sufu-KO-LIGHT fibroblasts, Gli luciferase reporter luminescence; AID 588413; inhibition, % at 5 µM;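 active means inhibition above about 55%, limit read from the data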;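 further: 0% = DMSO-treated cells and 100% = wells with medium but no cells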
Jurkat NFkB inh – inhibitors of the PMA/ionomycin-induced NF-kB reporter in Jurkat cells; PMA/ionomycin-induced NF-kB luciferase reporter, luminescence; hit rate 0.53% among 330,000; inhibition, % at 4 µM; in the data active means inhibition above about 50%
UPR XBP1 act – activators of adaptive arm of unfolded protein response (XBP1) | CHO-XBP1 luciferase reporter, IRE1-XBP1 UPR activation, luminescence; percent of tunicamycin response, DMSO as zero | activation, % at 20 µM | hit rate 0.33% among 330,000 | AID 463104;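 active means versus positive control, 20 µM dose yields 30% or more activation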;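 further: 100% = tunicamycin at 10 µg/mL and 0% = DMSO only wells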
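Assay system: CHO-XBP1 luciferase reporter cells; Schedule: 6 h treatment, 37 °C; Detection: glow luminescence from Steady-Glo reagent; Benchmarks: high control tunicamycin 10 µg/mL final, low control DMSO vehicle only.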
CCR6 antagonist – antagonists of human CCR6 receptor | P51684 | CHO-K1 CCR6 PathHunter beta-arrestin, luminescence, CCL20-stimulated | inhibition, % at 20 µM | hit rate 0.49% among 340,000 | AID 493098;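 active means compounds whose inhibition of the agonist-driven luminescence signal at 20 µM reaches about 50%, limit read from the data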;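 further: cells stimulated with CCL20 at 14 nM final; plate controls were DMSO with CCL20 for no effect and DMSO without agonist for full effect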
Target sequence (P51684 whole entry, looked up): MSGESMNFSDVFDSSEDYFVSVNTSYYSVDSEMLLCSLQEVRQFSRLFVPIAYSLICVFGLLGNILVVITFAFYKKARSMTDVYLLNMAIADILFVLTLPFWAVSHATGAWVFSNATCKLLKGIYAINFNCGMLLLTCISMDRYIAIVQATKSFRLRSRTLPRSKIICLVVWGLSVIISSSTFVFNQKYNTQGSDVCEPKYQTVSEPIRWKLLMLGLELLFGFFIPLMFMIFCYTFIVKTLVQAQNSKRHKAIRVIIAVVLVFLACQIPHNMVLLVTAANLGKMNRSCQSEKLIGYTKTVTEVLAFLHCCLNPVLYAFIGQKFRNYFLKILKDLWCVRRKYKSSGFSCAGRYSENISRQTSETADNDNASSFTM
CXCR6 block – inhibitors of human CXCR6 receptor | AID 602244 | inhibition, % at 20 µM | hit rate 0.36% among 360,000 | CHO-K1 PathHunter CXCR6 beta-arrestin, luminescence | O00574; in the data active means inhibition above about 34%, passing the limit was not always enough;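 further: antagonist mode with CXCL16 agonist at 10 nM final; 0% = 10 nM CXCL16 with DMSO and 100% = unstimulated wells without agonist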
Target sequence (O00574 whole entry, looked up): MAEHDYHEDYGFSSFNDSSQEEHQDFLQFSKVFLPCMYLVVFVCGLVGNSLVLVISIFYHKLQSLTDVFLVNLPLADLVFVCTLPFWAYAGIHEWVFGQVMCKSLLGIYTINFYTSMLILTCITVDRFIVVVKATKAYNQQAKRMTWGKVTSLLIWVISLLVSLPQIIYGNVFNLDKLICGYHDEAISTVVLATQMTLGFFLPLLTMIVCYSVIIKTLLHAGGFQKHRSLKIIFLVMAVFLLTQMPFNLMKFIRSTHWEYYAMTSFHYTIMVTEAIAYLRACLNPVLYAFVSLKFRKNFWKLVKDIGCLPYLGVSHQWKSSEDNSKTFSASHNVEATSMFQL
Mdm2 MdmX PPI – disrupts the human Mdm2-MdmX interaction. O15151+Q00987. SaOS-2 split-luciferase Mdm2/MdmX complementation, luminescence. inhibition, % at 8 µM. hit rate 3% among 330,000;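 active means inhibition of at least 50% at 8 µM in the primary screen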
CHOP UPR activ – activators of apoptotic arm of unfolded protein response (CHOP); AID 449763; hit rate 0.34% among 330,000; activation, % at 10 µM; CHO-CHOP luciferase reporter, UPR activation, luminescence; percent of tunicamycin response over DMSO baseline;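 active means at 10 µM dose, activation of 40% or more, normalized to positive control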;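 further: 100% = tunicamycin at 10 µg/mL and 0% = DMSO alone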
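Test system: CHO CHOP reporter cells. Input: 500 CHO-CHOP cells per well. Medium: F12 with 10% FBS. Technique: luciferase luminescence. Measure: percent activation relative to tunicamycin control. Dosing: 10 µM compound, 0.5% DMSO. Timing: 16-18 h cell attachment, then 6 h compound exposure, 37 °C.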
697 NFkB inh – lowers PMA/ionomycin-induced NF-kB signal in 697 B cells | 697 B-cell NF-kB luciferase reporter, 16 h | inhibition, % at 4 µM | hit rate 0.33% among 330,000 | AID 435022; in the data active means inhibition above about 35%
An asterisk follows results filed as active; / = not tested or not shown.

Compound,EBI2 antag,Gli-Sufu antag,Jurkat NFkB inh,UPR XBP1 act,CCR6 antagonist,CXCR6 block,Mdm2 MdmX PPI,CHOP UPR activ,697 NFkB inh
O=C(c1ccccc1)N1N=C(C(F)(F)F)CC1(O)c1ccccc1 (stereo not drawn),-3,-6,-13,-1,17,-2,-5,-0.8,-8
CN(Cc1ccccc1)c1ccc(S(=O)(=O)N2CCC(C(=O)O)CC2)cc1[N+](=O)[O-],1,4,10,-3,15,10,11,-1.3,22
C[C@@H](CN1CCC[C@H]1CN1C(N)=NC[C@@H]1Cc1ccccc1)N1C[C@@H](Cc2ccccc2)N(CCCC2CCCC2)C1=N,13,3,7,-2,20,1,-14,0.3,7
CC(C)CN1CC(=O)N2C(c3ccccc3)c3[nH]c4ccccc4c3C[C@H]2C1=O (stereo partly drawn),4,-26,-2,-1,15,-4,2,1.2,1
C=CCc1cc(S(=O)(=O)c2ccc(O)c(CC=C)c2)ccc1O,4,-9,-2,-3,-8,-2,20,0.5,14
CCOC(=O)C1=C(COC(=O)C2CC(=O)N(c3ccccc3F)C2)NC(=O)NC1C (stereo not drawn),4,-6,-28,-2,5,-5,-27,2.8,-25
Cc1cccc2sc(N(CCN(C)C)C(=O)c3cc(Cl)sc3Cl)nc12,0,3,8,2,27,6,6,2.3,-12
CCOC(=O)CC(=O)CSc1nc(N)c(C#N)c(-c2ccc(F)cc2)c1C#N,5,4,6,0,-10,1,21,-2.6,5
COc1cc(/C=N/n2cnnc2)ccc1OCc1ccccc1,1,22,-27,0,10,0,-47,-0.3,11
CC1(C)CC(NNCCC#N)=CC(=[N+]2CCCC2)C1,11,5,-5,1,12,3,15,-0.6,3
O=C(C(c1ccccc1)c1ccccc1)N1CCCc2ccccc21,10,7,-15,-1,44,12,-3,2.3,-17
CCN(CC)C(=O)[C@H]1C[C@H](CC(=O)NCCc2ccccn2)C(=O)N2CCc3c([nH]c4ccc(Cl)cc34)[C@]12C,-2,-1,/,1,3,-2,-1,1.5,-2
COc1ccc(OC)c(NC(=O)Nc2ccc3c(c2)OCO3)c1,-2,-9,-14,2,12,-11,28,3.6,-15
Cc1ccc(S(=O)(=O)NC(C)(C)CN2CCC(Cc3ccccc3)CC2)cc1,8,8,6,-1,17,1,7,1.6,-3
CC(C)C(=O)N1CCN(c2ccc(NC(=O)c3ccco3)cc2Cl)CC1,-3,7,-5,0,-1,-1,-25,1.2,-3
O=C(Nc1ccc(C2CC2(Cl)Cl)cc1)c1cccc([N+](=O)[O-])c1 (stereo not drawn),-2,-36,-103,-4,17,-14,-32,9.9,-84
COc1ccc(S(=O)(=O)Cc2ccc(C(=O)N3CCN(c4cccc(C)c4)C(C)C3)o2)cc1 (stereo not drawn),-2,-2,61*,-3,15,-8,47,0.1,-49
COc1ccc(N/C=C/C(=O)C(F)(F)F)cc1,-7,1,0,0,3,-10,5,5.0,-18
CCOC(=O)CN1CC23C=CC(O2)C(C(=O)NCc2ccccc2OC)C3C1=O (stereo not drawn),3,-8,-8,3,4,-4,6,0.2,3
CC(C)(C)CC(=O)NC(=S)NCCc1ccccc1,13,-28,-19,3,20,5,17,2.6,-28
Cc1cc(NC(=O)CSCc2ccccc2)no1,-8,9,3,-3,-1,0,0,-1.8,10
O=C(NCCC1=CCCCC1)C1CCCN(S(=O)(=O)c2cnc[nH]2)C1 (stereo not drawn),-11,-2,7,-5,11,-6,-6,0.6,-6
Cc1c2cnn(CC(=O)NC3CCCC3)c(=O)c2c(C)n1Cc1ccccc1,-11,-37,-18,0,1,-2,-45,3.6,-55
CC(CNC(=O)COc1ccc2c(c1)OCO2)c1ccccc1 (stereo not drawn),26,1,-18,1,10,-5,-19,-1.1,-25
O=C1NC(=Nc2ccc(F)cc2)SC1Cc1ccc(F)cc1 (stereo not drawn),7,2,14,0,-7,-8,-20,1.4,23
O=C(O)c1cc2c(N3CCC(Cc4ccccc4)CC3)ncnc2s1,-1,2,-11,0,2,-7,17,0.1,-7
c1ccc(CSc2nnc(-c3c[nH]c4ccccc34)o2)cc1,1,-9,-58,2,-10,1,-58,6.5,-77
COc1ccc(OCC2CNC(=O)O2)cc1 (stereo not drawn),0,-5,13,-2,4,2,9,0.3,5
CCOc1ccc(C(C(=O)NC2CCCC2)N(Cc2ccccc2)C(=O)c2nsc(Cl)c2Cl)cc1 (stereo not drawn),-5,18,-15,-3,17,14,44,-1.6,6
Cc1sc2nc(SCC(=O)NCCOCCO)nc(N)c2c1C,-10,-5,-24,-4,8,-5,6,-1.9,11
O=C(c1ccccc1[N+](=O)[O-])N1CCCN(C(=O)c2ccccc2[N+](=O)[O-])CC1,-17,3,6,-1,-5,-6,-10,3.7,7
COc1cccc(NC(=O)Cn2c3ccc(F)cc3c3nc4n(c(=O)c32)CCCS4)c1,92*,-1,-8,0,1,10,31,0.8,15
Cc1ccc(CC(=O)N2CCC(c3nc4c(nnn4Cc4ccccc4)c(=O)[nH]3)CC2)cc1,-9,1,-9,-2,3,1,-2,1.1,10
O=C1Cc2ccccc2C(=O)N1c1cccc(Cl)c1,-1,-26,-14,3,-5,-6,-27,-1.6,-13
CCOC(=O)C1=C(C)NC(C)=C(C(=O)OCC)C1/C=C/c1ccccc1,-1,5,-7,1,0,13,-52,1.7,-11
Cc1ccc(CNC(=O)c2ccc(S(=O)(=O)Nc3c(C)n(C)n(-c4ccccc4)c3=O)cc2)cc1,14,1,11,1,12,-1,-2,0.9,6
O=C(NNc1ccc([N+](=O)[O-])cc1)C1C2CCCCC21 (stereo not drawn),-8,7,5,1,8,1,-10,2.2,2
O=C(CSc1nc2ccccc2c(=O)n1Cc1ccccc1)Nc1ccc(Br)cc1C(=O)O,17,31,14,-1,-4,-5,14,1.1,4
CN(CC(=O)Nc1ccc(F)cc1)C(=O)CSc1nncs1,2,-5,-9,-4,-6,-2,-1,-1.2,0
COC(=O)COc1cccc(NS(=O)(=O)c2cccc([N+](=O)[O-])c2)c1,8,-9,-6,-4,6,-3,-4,-1.7,3
COc1ccccc1NC(=S)N1CCn2cccc2C1c1cccnc1 (stereo not drawn),-4,3,-4,-3,15,4,-12,-1.1,-22
CCOC(=O)c1c(/N=C/C2=C(O)CCCC2=O)sc(C)c1C,0,0,2,-2,19,-7,11,2.4,-2
COc1ccccc1C(C)Nc1ccc(S(=O)(=O)N2CCN(C)CC2)cc1[N+](=O)[O-] (stereo not drawn),7,13,5,-3,27,13,20,2.8,9
O=C(Nc1ccc(F)cc1)c1cn(-c2ccccc2)nc1-c1ccncc1,0,-27,19,-6,5,4,26,3.8,23
COc1cccc(/C=C/C(=O)OCC(=O)Nc2ccc(Cl)c(S(=O)(=O)N(C)C)c2)c1OC,-1,-5,-9,-4,-6,10,8,2.7,-3
O=C(C1=C(O)C(=O)N(Cc2ccco2)C1c1ccccc1)c1cccs1 (stereo not drawn),-13,7,-13,-3,1,-5,20,2.0,-20
N#Cc1c(-c2ccccc2)cc(-c2ccccc2)[nH]c1=O,-5,3,-6,6,9,-4,7,2.1,6
Cc1ccc(C)c(NC(=O)COC(=O)c2nn(C)c(=O)c3ccccc23)c1,-2,-12,5,-3,6,-10,0,0.1,4
CN=C(Nc1cc(C)nn1-c1ccccc1)c1ccccc1,-6,-7,-3,0,-11,10,-10,-1.0,-31
CCCNC(=O)C1(CC2CC(c3ccccc3)=NO2)CCN(C(=O)CCCCCBr)CC1 (stereo not drawn),1,6,-3,-4,5,4,2,-1.2,11
O=C(O)/C=C\C(=O)NNC(=O)c1cc(-c2ccccc2)n[nH]1,-4,4,-21,-3,9,-1,-6,-1.6,-15
CCc1cccc(NC(=O)CCSCCC(=O)Nc2cccc(CC)c2)c1,-7,8,4,-2,1,3,13,0.7,-7
O=C(NNC(=O)C1CC1)c1ccc(-c2ccccc2)cc1,-10,-6,11,5,10,-1,-11,1.3,7
CCCNC(=O)CN1CCC(c2nc3ccccc3[nH]2)CC1,6,7,-3,-3,9,3,-13,4.4,8
O=C(COC(=O)c1ccccc1Nc1ccccc1)NCc1ccccc1Cl,9,-5,-1,-2,17,6,-12,-0.9,6
O=C(Nc1ccccc1Cl)C1CCCN(S(=O)(=O)c2ccc(F)cc2)C1 (stereo not drawn),10,21,-2,0,5,-2,10,-0.3,15
O=C1C(=NO)CCCc2ccccc21,-10,-3,/,/,-6,-6,/,/,/
COc1ccc(-c2cc(C(F)(F)F)nc(SCc3cccc(C(=O)O)c3)n2)cc1,-8,-1,-15,0,15,-3,10,-1.5,15
Nc1nc(NCCCN2CCOCC2)nc(Nc2ccccc2F)c1[N+](=O)[O-],0,1,-8,5,11,4,15,-1.3,-11
CCCCONc1ncnc2nonc12,-13,7,8,-3,0,-5,8,-1.3,13

In another format: results already given.
Every second line gives: EBI2 antag | Gli-Sufu antag | Jurkat NFkB inh | UPR XBP1 act | CCR6 antagonist | CXCR6 block | Mdm2 MdmX PPI | CHOP UPR activ | 697 NFkB inh
O=C(Nc1ccccc1Cl)C1CCCN(S(=O)(=O)c2ccc(F)cc2)C1 (stereo not drawn)
  10 | 21 | -2 | 0 | 5 | -2 | 10 | -0.3 | 15
O=C1C(=NO)CCCc2ccccc21
  -10 | -3 | / | / | -6 | -6 | / | / | /
COc1ccc(-c2cc(C(F)(F)F)nc(SCc3cccc(C(=O)O)c3)n2)cc1
  -8 | -1 | -15 | 0 | 15 | -3 | 10 | -1.5 | 15

Next entries
Compound,EBI2 antag,Gli-Sufu antag,Jurkat NFkB inh,UPR XBP1 act,CCR6 antagonist,CXCR6 block,Mdm2 MdmX PPI,CHOP UPR activ,697 NFkB inh
CCN1CCCC1CNC(=O)Cn1cccc1C(=O)c1ccccc1 (stereo not drawn),-14,5,17,-5,10,-6,4,4.7,6
COc1ccc(Br)cc1C(=O)N/N=C/c1cccnc1,5,15,-9,0,8,0,-15,-0.7,13
CC(=O)NC(c1cccc([N+](=O)[O-])c1)c1ccc2cccnc2c1O (stereo not drawn),12,/,49,-2,21,4,77*,-0.5,-21
O=P(OC1CCCCC1)(OC1CCCCC1)C(O)c1c(Cl)cccc1Cl (stereo not drawn),1,11,-7,1,2,3,21,-1.9,26
Cc1nnc(NC(=O)C2CCN(c3cnccn3)CC2)s1,11,1,-10,1,-13,4,10,-2.2,9
NS(=O)(=O)c1ccc(N=Nc2c[nH]c(=O)c(O)c2)cc1,14,-15,-16,0,71*,44*,-7,0.5,-49
CCc1nnc(NS(=O)(=O)c2ccc(Nc3ccc([N+](=O)[O-])c4nonc34)cc2)s1,9,-4,12,-3,73*,48*,15,-1.1,5
CCOc1cccc(OCCOc2ccc(C(=O)c3ccccc3)cc2)c1,0,3,-11,-1,22,6,11,-1.3,-3
C=CCOc1ccc(C2/C(=C(\O)c3ccc4c(c3)CC(C)O4)C(=O)C(=O)N2CCN2CCOCC2)cc1OCC (stereo not drawn),-1,0,4,-1,-4,4,-1,-1.4,-37
C/C(=N\NC(=O)c1ccn(C)n1)c1cccc(NC(=O)c2ccc(C)s2)c1,-4,-11,-28,3,3,-1,8,5.9,-8
O=C(N/N=C/C=C\c1ccco1)c1cccnc1,-12,1,4,-1,39,-3,12,2.5,4
